Hsp70 act: Hsp70 transcriptional activators, primary screen, cell-based, HeLa, Hsp70 promoter luciferase, luminescence, 10 µM. AID 1203, 2008. HeLa Hsp70 promoter luciferase reporter; scaled: vehicle 0, proteasome-inhibitor control 100%. activation, % at 10 µM. 200,000 compounds, 0.04% hits;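 active = activation above the mean across all tested compounds plus 3 SD, cutoff set per campaign, cut at about 5.5% in these data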;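 also: 100% = MG132 at 30 µM as the positive control and 0% = DMSO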
TNAP inh hi DEA: human TNAP enzyme inhibitors, primary screen, biochemical, luminescent, high phosphate acceptor level, uHTS | inhibition, % at 20 µM | 200,000 compounds, 0.03% hits | purified TNAP, CDP-star luminescence, 1 M DEA | AID 1135, 2008 | Alkaline phosphatase, tissue-nonspecific isozyme (Homo sapiens), P05186;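 active = over 50% inhibition of tissue-nonspecific alkaline phosphatase at 20 µM in the single-dose screen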;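 also: plate controls were DMSO wells for no effect and EDTA-quenched wells as full inhibition for full effect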
Target sequence (P05186 whole entry, looked up): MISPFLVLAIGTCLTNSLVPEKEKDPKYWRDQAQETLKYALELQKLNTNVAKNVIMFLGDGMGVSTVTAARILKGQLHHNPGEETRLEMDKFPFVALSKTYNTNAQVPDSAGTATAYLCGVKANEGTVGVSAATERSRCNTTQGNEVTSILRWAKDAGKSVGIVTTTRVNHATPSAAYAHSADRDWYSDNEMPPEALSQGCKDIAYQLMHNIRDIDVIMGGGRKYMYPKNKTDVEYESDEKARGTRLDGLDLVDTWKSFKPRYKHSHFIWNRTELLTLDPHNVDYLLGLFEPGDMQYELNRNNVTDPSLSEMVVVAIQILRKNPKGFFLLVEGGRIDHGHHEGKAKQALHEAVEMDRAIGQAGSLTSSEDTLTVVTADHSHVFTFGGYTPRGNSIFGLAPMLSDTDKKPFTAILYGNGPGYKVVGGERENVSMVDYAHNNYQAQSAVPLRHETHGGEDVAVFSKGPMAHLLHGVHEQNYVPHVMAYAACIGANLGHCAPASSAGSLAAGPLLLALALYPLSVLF
S1P3 antag: S1P3 receptor antagonists, primary screen, cell-based. CHO S1P3 NFAT-BLA reporter, FRET fluorescence, antagonist mode. inhibition, % at 4.98 µM. 170,000 compounds, 0.27% hits;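 active = inhibition above the plate cutoff, the mean inhibition of test wells on that plate plus 3 SD, cut at about 28% in these data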;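 also: cells challenged with S1P at its EC80 of 0.8 µM; blue over green emission ratio from cleaved BLA substrate after 4 h stimulation; 0% = S1P-stimulated wells and 100% = unstimulated DMSO-only wells; some compounds past the cut are filed as inactive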
Redox H2O2 prof: compounds producing H2O2 with reducing agent – biochemical, NIH compound library profiling, artefact control for MLSCN library redox annotation, primary screen; activation, % at 10 µM; DTT-dependent redox cycling H2O2, phenol red/HRP absorbance; 100% = 100 µM peroxide control, 0% = buffer; 200,000 compounds, 0.03% hits;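 active = activation of at least 50% relative to the plate's high and low controls in the primary single-dose screen; inactive = activation below 50%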;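 also: compound incubated with DTT at 0.8 mM final as the reducing agent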
Lmaj promast: Leishmania major promastigote growth inhibition, primary screen; Leishmania major promastigotes, resazurin fluorescence viability; inhibition, % at 10 µM; 200,000 compounds, 9% hits; AID 1063, 2008; in the data active = inhibition above about 50%;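 also: promastigotes grown with compound for 44 hours at 28 °C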
RAM inhibit: inhibitors of the yeast RAM network, primary screen, dse1pr::URA3 reporter, 5-FOA selection. S. cerevisiae dse1pr::URA3 reporter, 5-FOA growth OD615, 2 d; analog-sensitive cbk1-as2 kinase mutant strain. inhibition, % at 50 µM. 190,000 compounds, 1.8% hits. AID 868, 2007;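 active = inhibition above a set limit, 3 SD over mean compound inhibition, cut at about 8.4% in these data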;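 also: 0% = DMSO-only wells with no growth and 100% = 10 µM 1-NA-PP1 full growth; inhibition rescues growth on 5-FOA so higher OD means more RAM inhibition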
PMI activator: activators of human PMI, primary screen, biochemical, fluorescence intensity, near-Km mannose 6-phosphate; purified human PMI, coupled resazurin fluorescence, 20 min; hits give high values; 1 = vehicle control, 0 substrate-free wells; AID 1214, 2008; 190,000 compounds, 0.005% hits; activation factor at 20 µM;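 active = activation factor of 2 or more at 20 µM, relative to plate controls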
Target sequence (P34949 whole entry, looked up): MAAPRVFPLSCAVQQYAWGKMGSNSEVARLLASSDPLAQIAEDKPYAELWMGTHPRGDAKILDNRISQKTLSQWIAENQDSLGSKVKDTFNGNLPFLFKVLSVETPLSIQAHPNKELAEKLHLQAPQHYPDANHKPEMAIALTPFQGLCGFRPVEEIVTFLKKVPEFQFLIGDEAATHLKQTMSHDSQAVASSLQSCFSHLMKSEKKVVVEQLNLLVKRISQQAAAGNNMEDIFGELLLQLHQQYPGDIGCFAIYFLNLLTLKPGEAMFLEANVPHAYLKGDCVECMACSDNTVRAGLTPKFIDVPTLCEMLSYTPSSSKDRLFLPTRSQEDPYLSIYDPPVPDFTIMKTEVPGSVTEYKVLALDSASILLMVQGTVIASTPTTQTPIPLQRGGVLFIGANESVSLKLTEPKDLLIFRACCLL
PMI act satM6P: human PMI activators, high substrate, primary screen, biochemical, fluorescence intensity, near-saturating mannose 6-phosphate | coupled PMI enzyme assay, resazurin fluorescence, 20 min; hits give high values; 1 = untreated enzyme, 0 = substrate-free blank | Mannose-6-phosphate isomerase (Homo sapiens), P34949 | 190,000 compounds, 0.34% hits | AID 1216, 2008 | activation factor at 20 µM;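 active = activation factor of 2 or more at 20 µM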
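Test system: human phosphomannose isomerase with PGI, G6PDH, diaphorase coupling enzymes; amount: 15 ng/mL PMI; incubation: enzyme reaction with compound 20 min at room temperature; technique: resorufin fluorescence (Ex 544/Em 590 nm) from resazurin via diaphorase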
Efa HMGR inh: inhibitors of E. faecalis class II HMGR, primary screen, biochemical, Enterococcus faecalis; HMG-CoA reductase (Enterococcus faecalis, mvaE); purified E. faecalis HMGR, NADPH absorbance 340 nm kinetic; inhibition, % at 10 µM; 190,000 compounds, 0.41% hits; AID 1066, 2008;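 active = inhibition above a set limit, the median over all tested compounds plus 3 SD, cut at about 9.5% in these data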;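 also: enzyme runs in reverse so mevalonate oxidation gives rising NADPH absorbance; 0% = complete reaction with DMSO and 100% = background rate lacking mevalonate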
TNAP inh no acc: human TNAP enzyme inhibitors, primary screen, biochemical, luminescent, no phosphate acceptor, uHTS; Alkaline phosphatase, tissue-nonspecific isozyme (Homo sapiens), P05186; purified TNAP, CDP-star luminescence, 30 min; inhibition, % at 20 µM; 200,000 compounds, 0.26% hits; AID 1012, 2008;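 active = tissue-nonspecific alkaline phosphatase inhibition above about 50% at 20 µM in the single-dose screen, limit read from the data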;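 also: 0% = DMSO negative control and 100% = EDTA positive control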
Starred values were filed as active, the others as inactive; x = not tested or not shown.

Each structure is followed by: Hsp70 act	TNAP inh hi DEA	S1P3 antag	Redox H2O2 prof	Lmaj promast	RAM inhibit	PMI activator	PMI act satM6P	Efa HMGR inh	TNAP inh no acc
Cc1cc(NC(=O)c2ccccc2)n(-c2nc3ccccc3[nH]2)n1
    -0.4	-5	-3	0.5	-3	0.8	0.9	0.4	-12	-57
O=C(Nc1ccc(Cl)c(S(=O)(=O)N2CCOCC2)c1)c1ccc2c(c1)OCCO2
    -0.1	-3	-3	-1.8	15	3.8	0.9	0.9	-1	-10
CCN1C(=O)CC(N2CCC(Cc3ccccc3)CC2)C1=O (centres undefined)
    -0.5	x	-6	1.4	0	0.7	x	x	-7	x
O=C(CSc1nnnn1-c1ccccc1)c1cc2ccccc2oc1=O
    0.1	4	-12	2.5	6	2.0	1.1	1.2	-1	-10
CC(=O)Oc1c(-c2ccco2)oc2ccccc2c1=O
    0.8	-3	2	-0.5	-8	-0.9	0.9	0.9	-7	-21
CC(C)(C)NC(=O)CN1CCN(C(=O)CCl)CC1
    0.1	-6	1	0.9	4	1.4	1.3	1.2	-3	-12
COc1ccc(CCNC(=O)C2CCCN(C(=O)N(C)C)C2)c(OC)c1 (centres undefined)
    -0.2	-2	-22	0.2	-6	2.1	1	1	-6	-10
NNc1nc(C(F)(F)F)nc2ccccc12
    -0.1	0	17	-0.7	5	0.1	1	0.9	-1	-15
CC(C)n1nnc2c(=O)oc3ccccc3c21
    -0.2	-3	-13	-0.8	-7	-0.1	0.9	1.1	-3	0
COc1ccc(C2SCC(=O)N2CC23CC4CC(CC(C4)C2)C3)cc1 (centres undefined)
    -0.4	-7	x	0.1	33	1.1	0.9	0.9	0	0
CC(C)C(=O)N(Cc1cc(=O)[nH]c2ccccc12)c1ccccc1
    -0.1	-4	-9	-2.4	-2	3.7	1	1.1	-3	-10
O=C1CCCC(O)=C1C1NCCc2ccccc21 (centres undefined)
    -0.3	-4	x	0.3	-1	1.5	1	1	-9	-23
Clc1cc(Sc2ccc(Br)cc2)nnc1-c1ccccc1
    -0.4	-2	x	-11	30	5.2	0.9	1	-8	-5
COC(=O)c1ccc(/C=N/Nc2nc(-c3ccc(C)cc3)cs2)cc1
    0.2	-1	1	0.7	-5	4.6	1.2	1.3	-1	-11
C1=Nc2ccccc2CN1c1ccccc1
    -0.1	-6	-6	0.3	85*	0.1	1.3	1.2	0	-9
CC(=O)Nc1ccc(/C=C(\C#N)C(=O)NC2CCCCC2)cc1
    0.6	-3	-7	-0.9	22	-0.4	0.9	1	-6	-6
O=C(O)c1nn2cc(CCO)cnc2c1Cl
    -0.3	-2	-3	0.3	-1	0.7	x	x	-1	-6
O=[N+]([O-])c1ccc(N2CCCC2)cc1NCc1ccccc1
    -0.4	8	x	2.0	-5	2.1	1	0.9	-1	5
COc1ccc2c(c1)CCc1c(C(=O)Nc3ccn(Cc4ccc(C)cc4)n3)noc1-2
    0.0	-6	2	-1.9	14	2.4	1	0.8	5	-6
CNC(=O)c1ccc(CNC(=O)OCc2ccccc2)cc1
    -0.4	-8	-3	0.0	-4	-0.8	1	1	-2	-16
COc1ccc(OC)c(S(=O)(=O)NC(N)=NCCc2ccccc2OC)c1
    -0.1	-2	-21	-1.4	-2	0.0	1	1	-2	-9
O=C(NC1CC1)c1c[nH]c2ccc(S(=O)(=O)Nc3cccc(C(F)(F)F)c3)cc2c1=O
    -0.4	-3	-4	2.6	-8	4.8	0.9	1	1	-9
Cc1noc(/C=C/c2ccco2)c1S(=O)(=O)N1CCC(C(=O)NC(C)c2ccccc2)CC1 (centres undefined)
    0.0	-6	x	0.1	7	2.3	1	1	-8	20
Cn1c(=O)c2c(ncn2CC(COCc2ccc(Cl)cc2)OCc2ccc(Cl)cc2)n(C)c1=O (centres undefined)
    -0.2	0	x	-4.0	100*	3.0	0.8	0.9	-6	0
Cc1ccc(C(=O)OCc2nc(N)nc(Nc3ccccc3C)n2)cc1
    -0.1	-1	-15	-0.1	54*	0.5	0.8	0.9	1	-7
O=C(COC(=O)c1ccc(O)cc1)Nc1nccs1
    -0.2	-8	-15	-0.4	4	-0.5	1	1.1	1	-10
CCCC(=O)NC(c1cccs1)c1cc(Cl)c2cccnc2c1O (centres undefined)
    -0.1	-4	-8	0.6	99*	2.9	0.9	0.6	0	-5
O=[N+]([O-])c1ccc(/C=N/N/C(=N/c2ccccn2)c2ccccn2)cc1
    0.0	5	x	2.7	0	2.4	1.1	1.1	1	12
CCCCOc1ccccc1C(=O)NCCCC(=O)O
    -0.2	-7	x	0.1	-6	0.9	1	1	-8	-15
Cc1ccc(-c2ccc(SCC(=O)N3CCc4ccccc43)nn2)cc1
    0.0	1	-7	2.9	-8	3.4	1	1	5	-1
COC(=O)C1CSc2[nH]c(=O)sc2C1c1ccc(OC)c(OC)c1 (centres undefined)
    0.0	-2	x	2.0	1	1.5	0.9	0.8	-2	-11
CCCCN1CCc2c([nH]c3ccc(C)cc23)C1=O
    0.0	-6	23	1.5	5	5.6	1.1	1.1	-3	-14
COC(=O)c1cc(NC(=O)Cc2ccccc2[N+](=O)[O-])cc(C(=O)OC)c1
    -0.1	-2	x	1.1	-1	4.7	0.9	0.9	-2	-6
Cc1ccc(NC(=O)NCCCc2ccccc2)cc1
    0.1	-3	x	-5.5	2	1.9	1	1	1	-9
COc1cccc(CNC(=O)Cn2cccc2)c1
    -0.2	-2	-5	1.2	-4	0.0	1.1	1	-2	0
CCOc1ccccc1C(=O)NC1CC2CCCC(C1)N2Cc1nnnn1Cc1ccco1 (centres undefined)
    0.0	-5	-28	0.5	36	-0.4	1	0.9	0	8
COCC(=O)NCCc1nc2ccccc2[nH]1
    -0.4	-6	-14	-2.6	-5	0.6	0.9	0.9	-2	-16
CCOc1ccccc1N1CCN(CC(=O)Nc2nnc(CC)s2)CC1
    -0.3	-3	-34	2.5	-11	0.8	1.1	1.1	-4	-9
COCCCNC(=O)c1ccccc1Oc1ccccc1
    -0.3	-1	-13	-0.1	5	0.3	1	1.1	1	-16
CC1=CCC2C(=O)N(c3ccc4ccccc4n3)C(=O)C2C1 (centres undefined)
    -0.3	-2	-23	2.6	-9	1.4	0.8	0.8	-2	-15
O=c1c(C=NCc2cccnc2)c(C(F)(F)F)[nH]n1-c1nc2ccccc2s1
    -0.4	-5	-21	-0.5	-8	3.2	x	x	1	11
Cc1cc(C(=O)Cn2cncn2)c(C)n1CCc1ccc(F)cc1
    -0.4	-5	-16	-2.5	0	-0.1	0.9	0.9	-4	-18
CCOC(=O)CN(C(=O)CNC(=O)c1cccs1)C(C(=O)NC1CCCC1)c1ccncc1 (centres undefined)
    -0.2	-4	3	-0.4	-4	0.3	0.9	0.9	-2	-10
O=C(C1CCC1)N1CCc2cc(S(=O)(=O)N3CCN(c4ccccn4)CC3)ccc21
    -0.3	-2	18	-0.2	24	2.4	0.9	0.9	3	-11
COc1ccc(OC)c(C2Nc3nc4ccccc4n3C(C)=C2C(=O)Nc2ccc(C)cc2C)c1 (centres undefined)
    -0.3	-9	x	-2.1	4	1.5	1	1	-5	-6
COC(=O)c1cc(OC)c(OC)cc1-n1cnc2cc(OC)c(OC)cc2c1=O
    -0.1	-4	12	-0.6	-4	1.1	1.1	1.1	-2	-12
CCOC(=O)Cc1c(C)c2c(C)[nH]nc2oc1=O
    -0.3	-6	-29	-0.1	-4	0.0	0.9	1	4	6
Cc1cc(=O)n(C)c(=O)n1CCCCCCN1CCCC1
    -0.4	-4	x	0.6	2	0.2	1.1	1.1	-6	-11
Cn1ncc(Cl)c(Oc2ccccc2)c1=O
    0.0	-3	x	2.0	-2	1.7	1	0.9	-8	-11
NC(=S)N/N=C/c1ccc2c(c1)OCCO2
    -0.1	-2	-25	-0.8	-5	0.8	1	1	1	-8

(further entries)
Each structure is followed by: Hsp70 act	TNAP inh hi DEA	S1P3 antag	Redox H2O2 prof	Lmaj promast	RAM inhibit	PMI activator	PMI act satM6P	Efa HMGR inh	TNAP inh no acc
Cn1c(=O)c(=O)n(C)c2cc(S(=O)(=O)NCc3ccc(Cl)cc3)ccc21
    -0.5	-1	-14	-1.5	100*	1.1	1.1	1.1	1	-7
Cc1ccc(S(=O)(=O)N2CCC(C(=O)N[C@@H](C)C(=O)NCc3ccccc3)CC2)cc1
    -0.1	-2	x	-0.2	-9	4.0	1	1	-2	-11
Cc1cc(C)c2nc(N3CCCC(C(=O)N4CCN(c5ncccn5)CC4)C3)sc2c1 (centres undefined)
    -0.2	-4	x	0.2	3	-1.6	0.9	1	0	-8
Cc1nnsc1C(=O)N/N=C/c1c(F)cccc1Cl
    0.1	-5	-10	-0.6	-8	2.2	1	1	-6	-12
O=S(=O)(c1ccc(F)cc1)N1CCN=C1SCc1cccnc1
    -0.3	-7	-8	-0.7	6	0.2	1	0.9	-3	-18
O=C(NCc1ccc2c(c1)OCO2)C1CC(c2ccc(Cl)c(Cl)c2)=NO1 (centres undefined)
    -0.2	-4	x	1.3	-8	1.1	0.9	0.9	-2	-2
COc1ccccc1NC(=O)Nc1nc(C(C)(C)C)cs1
    -0.3	0	6	-0.7	18	2.9	0.8	0.4	1	-6
COc1ccc(CN(C)C(=O)COC(=O)c2ccc3c(c2)OCO3)cc1OC
    0.0	-4	x	0.0	1	1.1	0.9	0.9	-6	-10
CCC(=O)Nc1ccc(C(=O)NNC(=O)COc2cccc(C)c2)cc1
    -0.1	1	13	-0.2	-3	3.9	1	1	1	-8
CC(=O)Nc1ccc(NC(=O)COc2ccc(S(=O)(=O)NC(C)c3ccccc3)cc2)cc1 (centres undefined)
    -0.3	-4	2	-1.1	0	0.6	0.9	1	3	-12
Cc1cc[n+](CC(=O)c2ccc(NC(=O)c3ccccc3)cc2)c2ccccc12
    -0.1	1	-17	-0.8	6	1.1	1.3	1	-5	-3
Cc1nc2c3ccccc3nc(SCC(=O)N3CC(C)CC(C)C3)n2n1 (centres undefined)
    -0.1	-3	x	0.0	19	2.5	1	0.9	-1	-7
